Compound activity from PubChem.
Lipid storage S3: qHTS Assay for Lipid Storage Modulators in Drosophila S3 Cells. Drosophila S3 cells, BODIPY lipid droplet fluorescence, 18-24 h; cells fed with added oleic acid. lipid storage change, negative = inhibition, % at the top dose, mostly 46.1 µM; hits show Potency in µM. actives 0.64% (n = 320,000). AID 2685; active means well fitted inhibition curve with a large enough effect in the signal ratio, with a control signal flat, not every such curve was filed as active; inconclusive means small, poorly fitted or top-dose-only effect, or effect the other way, or a change in a side signal; the % refers to the signal ratio
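Drosophila S3 cells loaded with oleic acid (400 uM, as added) and compounds at several concentrations; lipid droplets imaged by 488-nm laser-scanning cytometry, 500–530 nm intensity and object ratio to cell channel. Percent activity normalized to 20 uM Triacsin C.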
Lipid storage S3 cell count max: recorded beside Lipid storage S3, whose call it bears; cell number change, %; measured here: cell count max response;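 cells counted by Cell Tracker Red CMTPX staining in the red channel; peak over a dose series mostly up to 46.1 µM; percent activity relative to internal control wells on each plate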
An asterisk follows results filed as active; i = inactive; ? = inconclusive; . = not tested or not shown. On the % scale 0 is the no-effect control and ±100 the full control effect; potency means the concentration at half of the fitted maximal effect. This is a subset; count on the stated rates, not on these rows.

Second line of a record – Lipid storage S3, Lipid storage S3 cell count max
1	CCCn1nc(C(=O)NNC(=O)c2cc(S(=O)(=O)NC)ccc2Br)c2ccccc2c1=O
  ?, .
2	CNc1ncnc(Sc2ccc(Cl)cc2)c1[N+](=O)[O-]
  ?, .
3	Cc1ccc(S(=O)(=O)c2c(C)cc(C)nc2Cl)c(C)c1
  i, .
4	O=C(NCc1ccc(F)cc1)C1CCCN1C(=O)Nc1ccc(F)cc1 (stereo not given)
  10.1%, 12.2
5	CCCn1c(CCc2ccccc2)nnc1SCC(=O)N1CCOCC1
  ?, .
6	Cc1cc(C)n2c(SCC#N)nnc2n1
  i, .
7	Cc1ccc(NC(=O)c2nccnc2C(=O)O)cc1C
  ?, .
8	C=COCCNC(=S)N1CCOCCOCCN(C(=S)NCCOC=C)CCOCCOCC1
  ?, .
9	Cc1cc2oc(=O)cc(CN3CCN(Cc4ccccc4)CC3)c2cc1O
  -18.4%, -14.9
10	CN(CCO)C(=O)CCC(=O)Nc1ccc(S(N)(=O)=O)cc1
  4.1%, 7.0

Next section; the last two above are carried over.
Second line of a record – Lipid storage S3, Lipid storage S3 cell count max
9	Cc1cc2oc(=O)cc(CN3CCN(Cc4ccccc4)CC3)c2cc1O
  -18.4%, -14.9
10	CN(CCO)C(=O)CCC(=O)Nc1ccc(S(N)(=O)=O)cc1
  4.1%, 7.0
11	CCc1ccc2c(c1)c1nnc(NN)nc1n2C
  -0.7%, 13.5
12	CCn1c(CNC(=O)c2cccc(C)c2)nnc1SCC(=O)NC1CCCC1
  ?, .
13	COc1ccccc1NC(=O)C(C)OC(=O)Cc1n[nH]c(=O)c2ccccc12 (stereo not given)
  20.6%, 20.0
14	CC(C)C(=O)O/N=C1\CCS(=O)(=O)c2sccc21
  ?, .
15	Cc1c(C(=O)N2CCOCC2)c(S(=O)(=O)Nc2cccc(Br)c2)c(C)n1C
  i, 23.3
16	CC(=O)c1ccc(NC(=O)c2noc(C)c2[N+](=O)[O-])cc1
  ?, .
17	COC(=O)c1ccc(NS(=O)(=O)c2cc3c4c(c2)CCN4C(=O)CC3)cc1
  ?, .
18	COC(=O)c1ccccc1NC(=O)CSc1nnc(-c2cccnc2)o1
  ?, .
19	CCN(CC)S(=O)(=O)c1ccc(Cl)c(NC(=O)COC(=O)c2c(C)noc2C)c1
  9.8%, -0.6
20	NC(=NCCc1ccccc1)NS(=O)(=O)c1ccccc1
  5.7%, 16.5
21	CCC(=O)c1ccc(OCC(O)CN2CCOCC2)cc1 (stereo not given)
  -2.1%, 1.1
22	CCOC(=O)C1(Cc2cccc(Cl)c2)CCCN(C(=O)c2cccc(C)n2)C1 (stereo not given)
  ?, .
23	O=C(COC(=O)C1CC1)Nc1ccc2c(c1)OCO2
  6.3%, 14.0
24	CC12COC3(C(=O)Nc4ccc([N+](=O)[O-])cc4)CC1CCC32C (stereo not given)
  ?, .
25	COC(=O)c1c(N)n(-c2ccc(NC(C)=O)cc2)c2nc3ccccc3nc12
  i, 6.0
26	CC(=O)CCn1c(=O)n(CCC(C)=O)c(=O)n(CCC(C)=O)c1=O
  10.0%, 14.3
27	COc1cc(C(=O)OCC(=O)NC2CC2)ccc1OCCC(C)C
  ?, .
28	CC(=O)N1CCN(c2nc3ccc([N+](=O)[O-])cc3s2)CC1
  i, -3.8
29	NC1=NC(=O)/C(=C/c2cccc(-c3ccc(S(N)(=O)=O)cc3)c2)S1
  ?, .
30	Cc1cccc(NC(=O)NNC(=O)c2cc(-c3ccccc3Cl)nc3ccccc23)c1
  -12.4%, .
31	COc1ccc(OC)c(C2C(C#N)=C(N)Oc3cc(C)[nH]c(=O)c32)c1 (stereo not given)
  8.7%, -20.3
32	CCCCN(CCCC)CCNC(=O)CN1C(=O)COc2ccc(S(=O)(=O)N3CCC(C)CC3)cc21
  -3.3%, -18.1
33	COc1ccc2c(-c3cccnc3)cc(=O)[nH]c2c1
  ?, .
34	CCC(C)(C)n1nnnc1C(c1cccnc1)N1CCN(c2cccc(C(F)(F)F)c2)CC1 (stereo not given)
  -18.5%, -8.4
35	O=C(CNC(=S)NC(=O)c1ccco1)c1ccccc1
  2.6%, .
36	Cc1ccc2[nH]c3c(c2c1)CCC3=O
  0.7%, -11.5
37	COc1ccc(OC)c(NC(=O)CSc2nc3ccccc3c(=O)n2CC2CCCO2)c1 (stereo not given)
  -14.2%, .
38	O=C(Nc1ccc(NC(=O)c2ccc(Cl)cc2Cl)cc1)c1cccs1
  i, 29.7
39	O=C(NCc1ccc2c(c1)OCO2)C1CC(c2ccc(Cl)cc2)=NO1 (stereo not given)
  ?, .
40	Cc1ccc(C(=O)N(CC(=O)NC2CCCCC2)c2ccccc2F)s1
  ?, .
41	CCOc1cc(C2Nc3ccccc3NC3=C2C(=O)CC(C)(C)C3)ccc1O (stereo not given)
  ?, .
42	CCC(C)[C@H](NC(=O)NCc1ccco1)C(=O)O (stereo not given in full)
  -0.7%, 12.6
43	O=C(CSc1ccc(-c2cccs2)nn1)N1CCCCC1
  -14.6%, -6.8
44	O=C(Nc1ccc(N2CCCCCC2)cc1)c1cccc(S(=O)(=O)N2CCOCC2)c1
  ?, .
45	O=C(CSc1ncnc2c1sc1ccccc12)Nc1ccc(Br)cc1
  ?, .
46	CC1CCCC(C)N1S(=O)(=O)c1ccc(NC(=O)CCN2C(=O)C3CC=CCC3C2=O)cc1 (stereo not given)
  ?, .
47	O=S(=O)(c1ccc(Oc2ccc(Br)cc2F)nc1)N1CCCCC1
  ?, .
48	CCN(CC)S(=O)(=O)c1ccc2c(c1)N(CC(=O)NCc1ccccn1)C(=O)CO2
  ?, .
49	Cc1cccc(-n2c(-c3csc(C)c3C)n[nH]c2=S)c1
  1.4%, -14.4
50	COc1cccc(CNC(=O)CCC(=O)N2CC(C)Oc3ccccc32)c1OC (stereo not given)
  ?, .

The final six compounds of the section above open the next one.
Second line of a record – Lipid storage S3, Lipid storage S3 cell count max
45	O=C(CSc1ncnc2c1sc1ccccc12)Nc1ccc(Br)cc1
  ?, .
46	CC1CCCC(C)N1S(=O)(=O)c1ccc(NC(=O)CCN2C(=O)C3CC=CCC3C2=O)cc1 (stereo not given)
  ?, .
47	O=S(=O)(c1ccc(Oc2ccc(Br)cc2F)nc1)N1CCCCC1
  ?, .
48	CCN(CC)S(=O)(=O)c1ccc2c(c1)N(CC(=O)NCc1ccccn1)C(=O)CO2
  ?, .
49	Cc1cccc(-n2c(-c3csc(C)c3C)n[nH]c2=S)c1
  1.4%, -14.4
50	COc1cccc(CNC(=O)CCC(=O)N2CC(C)Oc3ccccc32)c1OC (stereo not given)
  ?, .
51	Cc1ccc(C(=O)NNC(=O)C(C)Oc2ccccc2F)cc1S(=O)(=O)N1CCOCC1 (stereo not given)
  21.5%, .
52	Cc1ccc(N(C(=O)CCC(=O)Nc2ccccn2)C(C(=O)NC(C)C)c2ccc(F)cc2)cc1 (stereo not given)
  ?, .
53	Cc1ccc(S(=O)(=O)NCCNc2ccc([N+](=O)[O-])cc2C(F)(F)F)cc1
  ?, .
54	COc1ccc(-c2nnc(SCC#N)o2)cc1
  i, .
55	C=CCOc1ccc(/C=C2\SC(=S)N(C(C(=O)O)c3ccccc3)C2=O)cc1 (stereo not given)
  2.8%, 12.4
56	C=CCc1cc(C=O)cc(OC)c1OCc1c(Cl)cccc1Cl
  ?, .
57	COCCn1c(-c2cccc([N+](=O)[O-])c2)nc2c1c(=O)[nH]c(=O)n2Cc1ccccc1
  ?, .
58	COc1ccc(NC(=O)CSc2nc3ccccc3c(=O)n2CCC(=O)N2CCCCC2)cc1
  ?, .
59	CC1=CC(C)C2(CO)COC(c3ccccc3O)C1C2C (stereo not given)
  ?, .
60	Cc1ccc(NCc2nnc3n2CCCCC3)c(C)c1
  i, .
61	COCCOC(=O)C1=C(C)NC2=C(C(=O)CC(C)(C)C2)C1c1cccnc1 (stereo not given)
  ?, .
62	COc1ccc(NC(=O)c2ccc(COCC(F)(F)F)cc2)cc1OC
  ?, .
63	Cc1ccc(CNC(=O)c2ccc(CS(=O)(=O)c3ccccc3C)o2)cc1
  i, .
64	Cc1ccc(CN2C(=O)N/C(=C/c3ccc(-c4ccc(C(=O)O)cc4)o3)C2=O)cc1
  ?, .
65	CC(C)Oc1ccc(CN=C(N)N=C(N)N)cc1Cl
  2.5%, 0.0
66	Cc1noc(C)c1C(=O)OCC(=O)c1ccc[nH]1
  ?, .
67	CCN1CCN(CC(=O)Nc2cc(C)c(C)cc2[N+](=O)[O-])CC1
  -2.9%, -12.7
68	CCCOc1c(Br)cc(/C=N/O)cc1OC
  ?, .
69	OCCCNC(=S)NC1CCCC1
  i, -25.5
70	CN1C(=O)c2ccccc2N(C)C1c1cccc(O)c1 (stereo not given)
  ?, .
71	CCCC(=O)NNC(=O)CCC(=O)Nc1ccccc1Cl
  i, .
72	Cc1ccc(C(=O)N(C)CC(=O)Nc2ccc(N3CCOCC3)cc2)s1
  ?, .
73	CCc1ccc(OCCCC(=O)NCc2ccccc2)cc1
  11.2%, 14.5
74	CC1(C)CC(=O)C2=C(C1)N(Cc1ccco1)C(=O)C2(NC(=O)c1cccnc1)C(F)(F)F (stereo not given)
  8.1%, -16.0
75	CNC(=O)COC(=O)c1ccc(NC(=O)CC#N)cc1
  ?, .
76	Cc1ccc(N2C(=O)CC(Sc3ncccc3C(=O)O)C2=O)cc1 (stereo not given)
  18.4%, -2.5
77	C=CCOC(=O)C1=C(C)NC(=O)NC1c1cc2c(cc1Br)OCO2 (stereo not given)
  -3.8%, -17.1
78	COCC(C)n1c(C)cc(C(=O)COc2ccc(N(C)S(=O)(=O)c3ccc(NC(C)=O)cc3)cc2)c1C (stereo not given)
  ?, .
79	CCOC(=O)C1=C(COC(=O)COc2ccccc2C(C)C)NC(=O)NC1C (stereo not given)
  ?, .
80	Cc1cc(C)n(CCNC(=O)CC2C(=O)NCCN2Cc2ccccc2C(F)(F)F)n1 (stereo not given)
  0.2%, 2.4
81	COc1cc(C(=O)OCc2ccc(C)cc2)cc(NC(=O)c2cccs2)c1OC
  ?, .
82	CN(C)S(=O)(=O)c1ccc(NC=O)cc1
  ?, .
83	CCCCn1c(N)c(-c2nc3ccccc3s2)c2c([N+](=O)[O-])nn(CC)c(=O)c21
  ?, .
84	CC(/C=C/c1ccco1)=N\NC(=O)c1cc(C)[nH]n1
  ?, .
85	COc1ccc(NC(=O)C23CC4CC(C2)CC(c2ccc(C)cc2)(C4)C3)cc1
  -2.5%, -4.7
86	Cc1cc(C)cc(N/C(N)=N/c2nc(C)cc(C)n2)c1
  ?, .
87	Cc1ccc(-c2noc(CSc3nnc(-c4cccs4)n3C)n2)cc1
  -6.5%, -8.2
88	CCCCn1c(SCC(=O)NC2CC2)nc2ccccc2c1=O
  -13.9%, .
89	Cc1ccc2nc(SCc3nc4ccccc4c(=O)[nH]3)[nH]c2c1
  ?, .
90	CCOC(=O)/C(C#N)=C1/C=CN(C)C(C)=N1
  ?, .
91	Cn1c(N)c(C(=O)COC(=O)C2(c3cccc(F)c3)CCCC2)c(=O)n(C)c1=O
  ?, .
92	COc1cccc(C(=O)N(C)CC(=O)Nc2ccc(F)c(F)c2F)c1
  4.3%, -0.6
93	CCCCCOCC(O)CCC(=O)NN (stereo not given)
  -1.0%, -19.0
94	COc1cccc(CNC(=O)C2=Cc3cccc(OC)c3OC2)c1
  ?, .
95	Cc1cc(C)cc(-n2ncc3c2CCCC3NC(=O)CN2CCCC2=O)c1 (stereo not given)
  ?, .
96	Cc1nc(NC(=O)/C=C/c2ccco2)sc1C
  ?, .
97	C[C@@H]1CN(C(=O)c2nc3ccc(Cl)cn3c2CNCC[C@@H]2C[C@@H]3C=C[C@H]2C3)C[C@H](C)O1
  -14.8%, -15.7
98	Brc1ccccc1/C=N/Nc1nc2ccccc2o1
  i, 23.1
99	C=CCn1cnnc1SCC(=O)Nc1cccnc1Cl
  ?, .
100	Cc1ccc(N2C(=O)N(C(C)C)C(C)(C)CC2(C)O)cc1 (stereo not given)
  -12.5%, 3.5

Later entries:
Second line of a record – Lipid storage S3, Lipid storage S3 cell count max
101	Cc1ccc(OCc2nnc(SCc3cc(=O)[nH]c4ccccc34)o2)cc1
  ?, .
102	Cc1ccc(/C=N/N(C)S(=O)(=O)c2ccc(C)cc2)cc1
  ?, .
103	COc1ccc(C(=O)NNC(=O)C(Cc2ccc(O)cc2)NC(=O)c2ccccc2NC(=O)c2ccc(OC)cc2)cc1 (stereo not given)
  20.2%, 15.6
104	C/C=C(/C)C(=O)O[C@@H]1c2c(ccc3ccc(=O)oc23)O[C@@H]1C(C)(C)OC(=O)/C(C)=C\C
  ?, .
105	O=S(=O)(c1ccc(-c2nnc(SCc3ccccc3)o2)cc1)N1CCCC1
  ?, .
106	Cc1ccc(C)c(NC(=O)CSc2nnc(CNC(=O)c3cccs3)o2)c1
  0.3%, 18.1
107	O=C1OC/C(=C(/O)c2ccc(Cl)cc2)C1=O
  ?, .
108	Cc1cc(C)c(C(N)=O)c(Nc2ccc3c(c2)OCCO3)n1
  0.2%, -19.5
109	CC(C)OCCCNC(=O)c1cc(S(=O)(=O)N2CCCCC2)c[nH]1
  -14.8%, .
110	COc1cccc(NC(=O)CN2CCN(C(=O)c3ccco3)CC2)c1
  ?, .
111	O=C(Nc1ccccc1Cc1ccccc1)C1CC(=O)N(c2ccc3c(c2)OCCO3)C1 (stereo not given)
  ?, .
112	Cc1ccc(C(=O)c2cn(Cc3ccc(Cl)cc3)c3nc(C)ccc3c2=O)cc1
  ?, .
113	S=C(Nc1cccnc1)NC1CC2CCC1C2 (stereo not given)
  ?, .
